High-throughput results deposited in PubChem BioAssay by several laboratories.
D1 allo mod = D1 dopamine receptor (human) allosteric modulation; B-score at 10 µM; actives 5.9% (n = 58,000); HEK293 D1, CRE-luciferase, dopamine EC30 potentiation; actives deviate in either direction;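 active means luminescence count or its row- and column-corrected plate score outside the 99.7% band of the plate's sample wells, on either side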
TNAP act mid DEA = human TNAP activation, intermediate phosphate acceptor; P05186; purified TNAP, CDP-star luminescence, 100 mM DEA, 30 min; hits give high values; scale: 0 levamisole-inhibited, 1 vehicle-only enzyme; activation factor at 20 µM; 64,000 tested, under 10 active;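 active means activation factor of at least 2 at 20 µM, relative to controls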
S1P1 ag pot = activates or potentiates agonism at human S1P1 receptor; P21453; S1P1 CRE-bla cells, forskolin, beta-lactamase FRET, potentiator mode; S1P1 agonist co-added at EC20, 2 nM; 100% = saturating reference agonist, 0% = basal; activation, % at 9.5 µM; actives 0.57% (n = 56,000);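 active means activation above a cutoff set at the mean activation of all tested compounds plus 3 SD, cut at about 54% in these data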;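 further: forskolin at 4 µM as EC80 and the EC20 agonist is SEW2871; 100% = SEW2871 at its EC100 plus forskolin at EC80; some compounds past the cut are filed as inactive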
M1 agonist = agonists of M1 muscarinic receptor; CHO-M1 cells, Fluo-4 calcium fluorescence, agonist mode; hits give high values; actives 3% (n = 64,000); B-score at 10 µM;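 active means fluorescence rise, raw or as B-score row- and column-corrected plate score, outside the 99.7% band of its plate's samples, either direction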
Jurkat tox 60K = reduces viability or proliferation of Jurkat cells; inhibition, % at 4 µM; Jurkat E6.1 viability, ATP luminescence, 48 h; actives 1.2% (n = 56,000);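 active means inhibition above the mean inhibition of all tested compounds plus 3 SD, cut at about 28% in these data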
E coli RNAP = blocks E. coli RNA polymerase transcription; fluorescence transcription assay; P0A8V2; actives 0.2% (n = 62,000); inhibition, %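 (tested at 10 µM)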; AID 559; in the data active means inhibition above about 20%;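 further: 0% = enzyme without compound and 100% = no enzyme blank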
Target sequence (P0A8V2 whole entry, looked up): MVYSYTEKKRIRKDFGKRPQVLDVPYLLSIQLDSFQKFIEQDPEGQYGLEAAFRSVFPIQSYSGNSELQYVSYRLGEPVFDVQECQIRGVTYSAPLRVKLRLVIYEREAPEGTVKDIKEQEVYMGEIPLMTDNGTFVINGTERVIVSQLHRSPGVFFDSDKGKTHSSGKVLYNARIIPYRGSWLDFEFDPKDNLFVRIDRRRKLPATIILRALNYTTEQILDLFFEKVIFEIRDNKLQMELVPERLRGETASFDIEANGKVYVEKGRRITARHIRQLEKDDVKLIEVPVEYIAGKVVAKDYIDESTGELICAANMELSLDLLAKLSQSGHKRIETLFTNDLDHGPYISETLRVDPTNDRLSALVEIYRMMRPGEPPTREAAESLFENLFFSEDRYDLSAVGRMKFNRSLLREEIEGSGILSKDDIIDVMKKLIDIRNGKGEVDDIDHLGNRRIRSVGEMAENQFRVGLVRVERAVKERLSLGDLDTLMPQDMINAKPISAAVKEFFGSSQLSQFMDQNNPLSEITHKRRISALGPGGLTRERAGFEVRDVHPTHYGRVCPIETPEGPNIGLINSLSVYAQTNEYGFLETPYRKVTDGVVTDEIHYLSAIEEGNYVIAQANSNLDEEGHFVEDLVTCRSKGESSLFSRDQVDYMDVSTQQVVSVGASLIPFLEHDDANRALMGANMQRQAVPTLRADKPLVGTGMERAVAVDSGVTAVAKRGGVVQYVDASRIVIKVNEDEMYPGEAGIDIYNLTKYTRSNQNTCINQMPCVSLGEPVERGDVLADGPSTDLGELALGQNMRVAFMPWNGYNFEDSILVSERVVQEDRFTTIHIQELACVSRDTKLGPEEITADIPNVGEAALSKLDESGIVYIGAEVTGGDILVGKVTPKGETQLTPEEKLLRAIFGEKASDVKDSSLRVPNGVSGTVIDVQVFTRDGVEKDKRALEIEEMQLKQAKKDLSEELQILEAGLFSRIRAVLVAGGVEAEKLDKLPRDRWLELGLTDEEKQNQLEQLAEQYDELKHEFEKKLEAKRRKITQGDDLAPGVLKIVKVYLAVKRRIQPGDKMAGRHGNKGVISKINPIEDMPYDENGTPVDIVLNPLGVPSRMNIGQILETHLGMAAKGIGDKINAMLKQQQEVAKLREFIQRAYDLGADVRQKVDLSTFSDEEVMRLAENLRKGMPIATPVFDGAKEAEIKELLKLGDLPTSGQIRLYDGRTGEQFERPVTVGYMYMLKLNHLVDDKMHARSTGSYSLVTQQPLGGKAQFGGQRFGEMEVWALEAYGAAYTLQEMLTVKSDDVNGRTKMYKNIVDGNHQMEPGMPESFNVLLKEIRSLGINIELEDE
S1P3 ag = activates the human S1P3 receptor; Q99500; S1P3 NFAT-BLA reporter cells, agonism, FRET ratio; relative to 1 µM S1P, basal subtracted; activation, % at 4.5 µM; actives 0.1% (n = 60,000); AID 373;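 active means activation above the screen-wide mean plus 3 SD, cut at about 4.5% in these data, passing the limit was not always enough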; further: some compounds called inactive have numbers as strong as hits
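Measure – % activation relative to 1 µM S1P (100%), per plate · System – stable CHO line with human S1P3, Gα16, NFAT-BLA reporter · Timing – cells plated overnight, compound 4 h 37 °C, substrate 2 h RT · Technique – fluorescent BLA substrate, ex 405 nm, em 460/535 nm ratio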
HEK293 NFkB inh = lowers PMA/ionomycin-induced NF-kB signal in HEK293 cells | HEK-293 NF-kB luciferase reporter, luminescence | inhibition, % at 3 µM | actives 0.21% (n = 62,000);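 active means inhibition above the mean of all tested compounds plus 3 SD, cut at about 40% in these data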;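 further: 0% = stimulated DMSO wells and 100% = 10 µM reference inhibitor 5653914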
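Signal: luciferase luminescence; Material: HEK-293 cells with stable firefly luciferase reporter driven by four HIV NF-kB elements; Probe or stimulus: PMA with ionomycin; Replication: tested once; Times: 1 h compound pretreatment, then 16 h stimulation at 37 °C, 5% CO2; Benchmarks: DMSO and 10 µM reference inhibitor; Evaluation: per-plate % inhibition versus controls.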
M1 antag = antagonists of rat M1 muscarinic receptor; P08482; CHO-M1 cells, Fluo-4 calcium, ACh EC80 antagonist mode; hits give low values; B-score at 10 µM; actives 3.4% (n = 64,000); AID 628;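 active means calcium fluorescence response, raw or row-and-column corrected B-score, differing from the plate sample mean either way at a set confidence level, mostly lower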
The depositor's hits bear a star; · = not tested or not shown.

canonical_smiles	S1P1 ag pot	HEK293 NFkB inh	D1 allo mod	E coli RNAP	Jurkat tox 60K	TNAP act mid DEA	S1P3 ag	M1 antag	M1 agonist
CCC(CCC(=O)Nc1ccn(-c2ccccc2)n1)C(=O)O (configuration not stated)	-24.4	6.4	-0.465	1.8	-9.2	0.9	-0.6	-0.986	0.399
COCCNC(=O)C(c1cccs1)N(C(=O)Cn1nnc2ccccc21)c1ccc2c(c1)OCO2 (configuration not stated)	-13.7	3.0	-0.104	10.3	1.6	0.9	0.5	-1.06	-0.0128
O=C(O)C1C2C=CC(C2)C1C(=O)Nc1ccc2c(c1)OCCO2 (configuration not stated)	-16.4	21.7	-1.54	-0.4	-4.9	1	0.4	0.223	-0.547
Cc1ccc(OCC(O)CN2CCN(Cc3ccc4c(c3)OCO4)CC2)c(C)c1 (configuration not stated)	6.4	3.7	·	0.8	9.9	1	-0.2	-1.53	-0.1
Cc1cccc(-c2noc(CN(C(=O)C34CC5CC(CC(C5)C3)C4)C(C)C)n2)c1	-32.1	17.0	·	6.9	-5.2	0.9	-0.7	-0.0146	-0.0186
CS(=O)(=O)N1CCc2cc(C(=O)O)ccc21	·	9.7	·	8.7	-2.3	0.9	-0.2	·	·
CCOc1cc(C2c3c(n[nH]c3C)C(=O)N2c2ccc(C)cc2)ccc1O (configuration not stated)	-12.5	2.0	1.38	·	-4.1	·	0.3	0.205	-0.469
CC(=O)N1CCc2cc(C(=O)CN3CCN(c4cccc(Cl)c4)CC3)ccc21	12.1	12.7	-3.45*	5.1	0.3	1	-1.1	-2.97*	5.86*
COc1ccc(OC)c(NC(=O)CCN2CCCCC2)c1	·	2.7	-0.481	9.8	-4.9	1	-0.4	-0.641	-0.63
COc1ccccc1Nc1nc(N)nc(CSc2ncccn2)n1	-31.9	-5.2	1.27	8.5	0.7	0.9	-0.5	0.695	0.469
O=C(O)CCc1ccc(-c2ccc(Cl)cc2)n1CC(=O)O	-15.4	3.7	-3.68*	3.0	-5.8	0.9	-0.6	0.182	-0.634
CCOC(=O)CN1CC23C=CC(O2)C(C(=O)NCCc2ccccc2)C3C1=O (configuration not stated)	1.5	10.9	·	-4.8	11.5	1	-1.1	0.8	0.411
COC(=O)CCn1nnc(-c2cccs2)n1	-12.3	12.1	-0.304	1.8	8.4	0.8	-0.4	1.67*	0.93
C=CCNC(=O)c1cccc(Br)c1	-22.0	24.7	·	-13.5	0.0	0.8	-1.9	0.504	-1.16
CCN1CCCC1CN(Cc1cc2ccc(C)c(C)c2[nH]c1=O)C(=O)Nc1ccccc1OC (configuration not stated)	5.8	3.9	·	-0.4	3.3	1	-1.2	0.352	-0.0479
CN1Cc2c(N3CCOCC3)nc(SCc3ccccc3)c(C#N)c2CC1(C)C	-15.8	·	·	-11.2	·	0.9	-3.6	0.49	0.33
COc1cc2c(cc1OC)-c1cc(NC3CCCC3)nc(=O)n1CC2	-38.4	11.9	8.48*	9.1	0.4	0.9	-0.2	0.0375	-0.246
CCOC(=O)c1c(NC(=O)c2cccs2)sc2c1CC(C)(C)OC2	-0.9	17.0	1.05	2.9	-1.0	1	-0.7	0.0709	0
Cc1ccc(OCc2nnc(SCc3nc4ccccc4[nH]3)n2Cc2ccco2)cc1	50.0	6.5	·	10.2	18.4	1.2	-1.9	-2.15	5.52*
Cc1cc(C)nc(NS(=O)(=O)c2ccccc2)n1	6.1	2.7	-0.228	7.6	-7.7	0.9	-0.7	0.0216	-0.00336
CC(NC(=O)Cc1cccs1)c1ccc2c(c1)OCO2 (configuration not stated)	-7.2	0.1	0.113	5.3	12.3	0.9	-0.8	-0.137	0.688
COc1cc2c(cc1NC(=O)c1ccc3c(c1)OCO3)oc1ccccc12	47.1	-16.9	-0.012	3.2	4.8	0.9	-1.5	-0.0496	0.437
O=C(NC1CC1)c1ccc(CSCc2cccc(F)c2)o1	-5.8	-3.6	1.36	1.8	3.9	0.9	-0.6	-0.132	-0.00289
CCn1c2ccc(CC(=O)O)cc2c2cc(CC(=O)O)ccc21	·	-2.4	-0.0802	7.6	-3.3	1.1	-0.7	0.254	0.343
CC(C)(C)NC(=O)NC(=O)Cn1cc(C(F)(F)F)ccc1=O	-13.4	11.7	0.972	2.5	-6.2	0.9	1.5	0.849	0.506
COC(=O)c1[nH]c2ccc(C)cc2c1NC(=O)CN1CCN(Cc2ccccc2)CC1	-9.8	14.8	0.227	2.1	6.1	0.9	-0.5	-2.02	-0.354
Fc1ccc(-c2nnc(CN3CCN(c4ncc(C(F)(F)F)cc4Cl)CC3)o2)cc1	-12.3	9.8	-1.36	4.3	-0.4	0.9	0.2	-1.07	-3.28
CCOCC(=O)Nc1nnc(C2CCCCC2)s1	·	-5.1	-0.13	10.8	·	1	·	0.179	-0.957
CC(O)c1n(C)c(Cl)c[n+]1C (configuration not stated)	10.9	·	0.758	17.1	·	0.8	-1.0	0.0795	-0.496
O=C(CSc1nncs1)NCc1ccc2c(c1)OCO2	-43.5	18.5	·	-1.0	-0.1	0.9	-0.1	-0.239	-0.569
CCCCSc1nc(N)c(C#N)c(-c2cccs2)c1C#N	-4.4	·	-0.0236	8.3	·	0.9	-4.2	-0.184	0.757
O=C1c2ccccc2C(=O)N1CCCCn1c(=O)oc2ccccc21	9.9	0.1	0.108	8.2	-7.6	0.9	-1.1	1.09	0.229
CCCn1c(=O)c(C(=O)Nc2ccncc2)c(O)c2ccccc21	·	·	-0.885	1.5	·	0.9	·	0.0157	-0.686
Brc1cc2c(cc1COc1ccc(-c3nn[nH]n3)cc1)OCO2	-5.0	-0.5	0.02	7.4	-1.5	0.9	-0.2	0.188	-0.81
COC(=O)c1ccccc1NC(=O)NC1CCN(Cc2ccccc2)CC1	-25.0	1.9	-0.92	·	1.8	0.9	-0.4	-0.293	-1.11
COc1ccc2[nH]c(=O)c(C(c3nnnn3C3CCCCC3)N3CCN(C)CC3)cc2c1 (configuration not stated)	14.4	7.1	-0.408	-4.7	2.0	0.9	6.5	0.604	-0.465
O=C(c1cccc(Cl)c1)N1CCN(C(=O)c2ccccc2F)CC1	-5.3	·	0.0409	-4.0	·	1	-4.0	1.84	0.117
CCCN1CCN(CCCNC(=O)C2CCCN(c3nc4ccc(OCC)cc4s3)C2)CC1 (configuration not stated)	6.2	10.9	-0.579	12.3	-2.5	1	0.2	0.194	-0.0154
COc1ccc(CNC(=O)C2CC(=O)N(c3ccc(OCC(=O)N4CCCCC4)cc3)C2)cc1 (configuration not stated)	-5.5	10.5	0.0871	·	3.7	0.9	-0.2	0.13	0.897
O=C1C2CC=CCC2C(=O)N1c1nc2n(n1)C(c1ccccc1)CC(c1ccccc1)N2 (configuration not stated)	8.7	5.2	·	10.9	-11.5	0.9	-0.2	-0.544	0.233
Cc1ccc(C2C(C#N)=C(N)SC(N)=C2C#N)o1	-19.0	11.6	2.97	11.5	-0.5	1	-1.2	-1.09	5.47
CN(C)C(CNc1nnnn1-c1ccccc1)c1ccco1 (configuration not stated)	6.4	10.3	-0.542	5.3	1.2	1	-0.2	-0.786*	-0.641
COc1ccc(C2C(C(=O)NCc3ccco3)CCC(=O)N2c2ccc(OC)cc2)cc1 (configuration not stated)	-21.3	7.4	0.00511	8.7	3.4	0.9	-1.0	0.583	-0.337
CCc1cc2c(=O)c(-c3cnn(-c4ccccc4)c3)coc2c(CN2CCOCC2)c1O	-3.1	5.7	0.0632	3.6	-0.5	0.9	0.1	-4.19*	0.748
O=C(CCc1nc(-c2ccccc2F)no1)NCCN1CCc2ccccc2C1	-3.1	3.0	0.355	4.2	-6.7	0.9	-0.9	0.00912	-0.039
CCOC(=O)C1(c2nc(N)cs2)COC(=O)C1 (configuration not stated)	13.0	·	·	6.8	·	0.9	-0.6	1.18	-0.134
Cc1cc(C)c(S(=O)(=O)O)c(C)n1	-5.9	·	·	8.6	·	0.9	-0.5	1	-1.02
Cc1nc2ccc(S(=O)(=O)NC(C(=O)N3CCC(C)CC3)C(C)C)cc2s1 (configuration not stated)	-1.1	5.7	·	4.5	5.7	1	0.0	0.701	-0.00283
O=C(CC1Sc2ccccc2NC1=O)OCC(=O)N1CCc2ccccc21 (configuration not stated)	23.1	15.3	0.39	6.8	0.6	0.8	-0.9	-0.061	0.222
O=C(Nc1ccc2ccccc2c1)c1cnccn1	26.9	-37.7	-1.96*	3.6	2.5	0.9	-0.7	-0.53	0.421

Next section.
canonical_smiles	S1P1 ag pot	HEK293 NFkB inh	D1 allo mod	E coli RNAP	Jurkat tox 60K	TNAP act mid DEA	S1P3 ag	M1 antag	M1 agonist
O=C(NCCCn1ccnc1)c1ccc2c(c1)OCCO2	-221.0	3.6	0.571	11.7	0.4	1	0.2	-0.285	-0.929
CCOc1ccc(S(=O)(=O)N2CCN(S(=O)(=O)c3ccc(OCC)cc3)C(C)C2)cc1 (configuration not stated)	-20.6	7.9	-0.242	4.6	-2.0	0.9	0.0	1.33	-0.442
CN(C)C(=O)Cn1c(SCC(=O)NC2CCCCC2)nc2ccccc21	0.3	7.4	-0.142	-4.4	2.8	0.8	-0.2	0.142	-0.712
CN(C)CCCOC(=O)Cc1ccc(Cl)cc1	-6.3	16.6	-0.187	0.0	-1.4	0.9	-0.8	-2.28*	0.0461
CC1(C)CC2CC(C)(CN2CC(=O)C(C#N)c2ccccc2)C1 (configuration not stated)	12.2	16.6	-0.394	7.3	-1.7	0.9	-0.8	-0.173	-0.00922
CCOC(=O)CN1c2ccccc2NC(=O)CC1C (configuration not stated)	-25.6	17.1	·	-0.8	-7.3	1	0.3	0.683	-0.0319
COc1ccc(Br)cc1C(=O)Nc1ccc(O)cc1	16.5	-8.3	0.717	11.1	6.3	1	-0.5	-0.659	-0.828
Cc1cc(C(F)F)n2nc(C(=O)Nc3ccccc3F)nc2n1	17.7	5.3	-0.0256	·	-3.7	·	-0.3	0.385	0.143
O=C(CSc1nnnn1-c1cccnc1)NCc1cccs1	0.7	13.3	0.252	1.1	7.3	1	0.0	0.119	-0.36
COC(=O)C1CCN(C(=O)N2CCOCC2)CC1	-1.3	8.7	-0.0311	1.5	-4.8	0.9	-0.8	0.296	-0.212
CCCCn1nnnc1SCC(=O)Nc1ccc(F)cc1	7.0	9.4	0.785	0.8	4.8	1	-0.3	-0.197	0.15
O=C1NCCCN1Cc1ccc(F)cc1Cl	-19.9	15.3	-0.738	-1.9	0.0	0.9	-0.8	-0.208	0.104
Cc1ccc2cc(C#N)c(NCCNC(=O)C3CC3)nc2c1C	-12.4	23.1	-0.519	2.3	6.6	1	0.6	1.43	-0.874
CCCCn1c(SCC(=O)Nc2cc(C)on2)nc2c1c(=O)n(C)c(=O)n2C	-22.2	9.7	0.147	1.5	2.7	0.9	-0.1	-0.304	0.00999
Cc1cc(Nc2ccccc2)nc(-c2ccccc2O)n1	·	16.4	0.2	1.9	2.8	0.9	-0.4	0.174	-0.142
